Screening results as filed in PubChem BioAssay.
PREPL inhibitor: human PREPL enzyme inhibition; Q4J6C6; recombinant PREPL, fluorescence polarization activity-based probe; inhibition, % at 5.96 µM; 0.68% of 320,000 active; in the data active = inhibition above about 43%;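 note: 0% = enzyme with DMSO and 100% = wells lacking enzyme; many of its hits are not listed in these tables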
LYPLA1 inh: blocks human lysophospholipase 1, a PME1 counter-screen; inhibition, % at 5.9 µM; 0.16% of 320,000 active; AID 2174; recombinant LYPLA1, FP-Rh probe fluorescence polarization; O75608;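 active = inhibition above the mean of all tested compounds plus 3 SD, set per campaign, cut at about 14% in these data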;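 note: inhibitors block serine hydrolase probe labeling of LYPLA1 so polarization falls; 0% = enzyme with DMSO and 100% = wells lacking LYPLA1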
Target sequence (O75608 whole entry, looked up): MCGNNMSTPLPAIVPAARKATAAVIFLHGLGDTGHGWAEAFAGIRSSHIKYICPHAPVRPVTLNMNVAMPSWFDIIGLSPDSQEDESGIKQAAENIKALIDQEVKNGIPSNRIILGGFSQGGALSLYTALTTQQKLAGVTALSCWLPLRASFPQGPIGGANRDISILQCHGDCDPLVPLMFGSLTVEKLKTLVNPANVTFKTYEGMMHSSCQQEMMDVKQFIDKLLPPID
LYPLA2 counter: counter-screen for PME1 inhibitors: inhibitors of human LYPLA2 | 0.38% of 320,000 active | inhibition, % at 5.9 µM | O95372 | recombinant LYPLA2, FP-Rh probe fluorescence polarization;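 active = inhibition above the screen-wide mean plus 3 SD, limit set per campaign, cut at about 26% in these data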;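 note: 0% = LYPLA2 with DMSO and 100% = wells lacking LYPLA2 enzyme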
pPAFAH inh: inhibitors of human plasma PAF acetylhydrolase (pPAFAH) | Q13093 | recombinant pPAFAH, FP-rhodamine probe fluorescence polarization | inhibition, % at 3.39 µM | 1.5% of 330,000 active;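 active = inhibition above the mean inhibition across the screen plus 3 SD, cut at about 25% in these data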;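 note: inhibitors block binding of the rhodamine activity-based probe so polarization drops; 0% = enzyme with DMSO and 100% = wells lacking pPAFAH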
PAFAH1B3 inh: inhibitors of human PAFAH1B3 | Q15102 | recombinant PAFAH1B3, FP-rhodamine probe, fluorescence polarization | inhibition, % at 3.39 µM | 0.28% of 340,000 active | AID 492972;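 active = inhibition above the screen-wide average of all tested compounds plus 3 SD, cut at about 25% in these data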;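 note: 0% = enzyme with DMSO only and 100% = wells lacking PAFAH1B3 protein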
Target sequence (Q15102 whole entry, looked up): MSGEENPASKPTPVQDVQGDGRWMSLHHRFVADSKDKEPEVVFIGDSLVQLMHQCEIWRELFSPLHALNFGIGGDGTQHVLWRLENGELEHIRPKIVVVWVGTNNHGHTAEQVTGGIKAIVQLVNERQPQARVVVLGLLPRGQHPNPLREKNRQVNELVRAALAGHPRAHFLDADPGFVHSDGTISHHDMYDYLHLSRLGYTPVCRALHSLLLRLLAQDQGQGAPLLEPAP
PAD4 FP inh: inhibitors of human PAD4. Q9UM07. recombinant PAD4, RCA probe fluorescence polarization. inhibition, % at 6.36 µM. 0.41% of 330,000 active. AID 485272;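 active = percent inhibition above a cutoff equal to the mean of all tested compounds plus 3 SD, cut at about 15% in these data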;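 note: 0% = PAD4 with RCA probe and DMSO and 100% = probe without PAD4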
PAFAH2 FP inh: PAFAH2 (human) inhibition | Q99487 | inhibition, % at 3.39 µM | recombinant PAFAH2, FP-rhodamine activity probe, fluorescence polarization | 0.99% of 340,000 active;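 active = inhibition above the mean over all tested compounds plus 3 SD, cut at about 30% in these data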;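 note: inhibitors block probe labeling of enzyme so polarization drops; 0% = enzyme with DMSO and 100% = wells lacking PAFAH2 protein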
PAFAH1B2 FP inh: PAFAH1B2 (human) inhibition | inhibition, % at 3.39 µM | P68402 | 1.2% of 340,000 active | recombinant PAFAH1B2, FP-rhodamine activity probe, fluorescence polarization | AID 492953;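 active = inhibition above the mean of all tested compounds plus 3 SD, cut at about 24% in these data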;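 note: 0% = enzyme with DMSO and 100% = wells lacking PAFAH1B2; many of its hits are not listed in these tables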
Target sequence (P68402 whole entry, looked up): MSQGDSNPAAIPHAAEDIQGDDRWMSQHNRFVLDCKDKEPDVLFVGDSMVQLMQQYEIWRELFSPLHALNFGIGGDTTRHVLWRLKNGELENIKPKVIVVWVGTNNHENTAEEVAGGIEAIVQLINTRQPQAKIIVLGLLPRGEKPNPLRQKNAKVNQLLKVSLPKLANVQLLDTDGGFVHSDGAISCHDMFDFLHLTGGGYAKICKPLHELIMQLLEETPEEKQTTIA
GSTO1 counter: counter-screen for RBBP9 inhibitors: inhibitors of human GSTO1; AID 1974; P78417; inhibition, % at 5.96 µM; 1.1% of 300,000 active; recombinant GSTO1, activity-based probe fluorescence polarization;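 active = inhibition above the campaign mean inhibition plus 3 SD, cut at about 35% in these data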;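 note: 0% = GSTO1-1 with DMSO and 100% = wells lacking GSTO1-1 enzyme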
Target sequence (P78417 whole entry, looked up): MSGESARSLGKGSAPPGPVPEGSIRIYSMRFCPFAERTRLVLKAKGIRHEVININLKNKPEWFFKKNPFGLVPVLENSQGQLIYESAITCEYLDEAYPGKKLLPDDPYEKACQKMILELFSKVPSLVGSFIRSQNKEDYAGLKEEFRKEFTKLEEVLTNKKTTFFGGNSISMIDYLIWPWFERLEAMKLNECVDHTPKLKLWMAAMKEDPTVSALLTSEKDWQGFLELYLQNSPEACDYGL
* = called active by the depositor; x = not tested or not shown. This is a subset, so the mix of outcomes need not match the whole.

SMILES | PREPL inhibitor | LYPLA1 inh | LYPLA2 counter | pPAFAH inh | PAFAH1B3 inh | PAD4 FP inh | PAFAH2 FP inh | PAFAH1B2 FP inh | GSTO1 counter
Cn1c(=O)c2sccc2n2c(CCCC(=O)Nc3ccc(F)cc3F)nnc12 | 8 | -5 | -2 | 0 | 7 | 2 | -3 | 5 | 2
CC(NC(=O)c1ccccc1F)c1nnc(SCC(=O)NC2CCCCC2)n1C (centres undefined) | 4 | 1 | -7 | 5 | 7 | -4 | -1 | 2 | 1
Cc1ccc(OCC(=O)Nc2ccccc2-c2ccccc2)cc1 | -7 | 3 | 8 | 4 | 4 | -3 | 1 | 0 | -1
CCC(C(=O)O)n1nc(-c2ccccc2)c2cc(Cl)ccc21 (centres undefined) | -7 | 4 | 0 | 0 | 13 | -1 | 5 | 9 | -1
O=C(CCCCC(=O)Nc1ccccc1)Nc1ccccc1 | 3 | 0 | -7 | 3 | 10 | -2 | 2 | 2 | -4
Cc1c(-n2c(O)c(C3=c4ccccc4=NC3=O)sc2=S)c(=O)n(-c2ccccc2)n1C | -1 | 3 | -3 | 3 | 5 | -3 | 3 | 1 | 4
CCN(CC)S(=O)(=O)c1ccc(C2=NOC3(C2)N(C)c2ccccc2C3(C)C)cc1 (centres undefined) | -21 | -5 | -8 | 3 | 0 | 1 | 4 | 1 | 4
CCOC(=O)N1CCN(C(=O)CSc2nc3c(cnn3-c3ccc(C)cc3)c(=O)[nH]2)CC1 | 4 | 4 | 6 | 2 | 1 | 2 | -1 | 5 | -3
CCOC(=O)c1ccc(N2C(=O)CC(Nc3ccc(CCO)cc3)C2=O)cc1 (centres undefined) | 0 | -1 | 7 | 2 | 3 | -4 | 5 | 3 | 5
CCC(C)c1ccccc1N1CC(C(=O)N2CCN(C(=O)c3ccco3)CC2)CC1=O (centres undefined) | 12 | -1 | -6 | -4 | 1 | 4 | 4 | -16 | x
CCN(CC)CCCN=Cc1c(O)n(-c2ccc(C)cc2)c(=O)c2ccccc12 | 19 | -1 | -1 | -4 | 2 | 5 | 7 | 2 | -4
CN(C)S(=O)(=O)c1ccc(S(=O)(=O)N2CCCC(C(=O)NC3CCCC3)C2)cc1 (centres undefined) | -2 | 0 | -3 | 4 | 7 | 2 | -8 | -2 | 4
CC(OC(=O)Cn1nnc2ccccc21)C(=O)NC1CCCC1 (centres undefined) | -1 | 0 | 4 | 1 | 5 | 1 | 2 | -1 | 2
Cc1cc(=O)[nH]c(SCC(=O)N2CCC(C(N)=O)CC2)n1 | -1 | -2 | 1 | -4 | -9 | 0 | 1 | 3 | -5
COc1ccc2[nH]c(=O)c(CN(C(=O)C(C)C)c3ccccc3OC)cc2c1 | 9 | 0 | 9 | 0 | 8 | 0 | 0 | 0 | 2
COc1ccc(CCNC(=O)C2CCC(CNS(=O)(=O)c3ccc(F)cc3)CC2)cc1OC (centres undefined) | -6 | 0 | 14 | 14 | -11 | 1 | 1 | -4 | -2
CCOC(=O)c1cc(-c2ccccc2C)n(CC2CC(c3ccc(OC)cc3)=NO2)n1 (centres undefined) | -5 | x | x | 6 | 11 | -9 | -4 | 3 | x
O=C(Nc1ccc(N2C(=O)C3C4C=CC(C4)C3C2=O)cc1)Nc1cccnc1 (centres undefined) | -6 | -4 | -2 | 4 | 7 | -2 | 6 | 4 | -5
Cc1cccc(N2CCN(C(=O)C(Cc3ccccc3)n3cccc3)CC2)c1C (centres undefined) | 0 | -6 | -2 | 2 | -5 | -1 | -3 | 2 | 1
Cn1cnnc1SCC(=O)c1cc2ccccc2oc1=O | 13 | -2 | 2 | 15 | 3 | -3 | 21 | -1 | 31

The list goes on (five carried over from the part before).
SMILES | PREPL inhibitor | LYPLA1 inh | LYPLA2 counter | pPAFAH inh | PAFAH1B3 inh | PAD4 FP inh | PAFAH2 FP inh | PAFAH1B2 FP inh | GSTO1 counter
COc1ccc(CCNC(=O)C2CCC(CNS(=O)(=O)c3ccc(F)cc3)CC2)cc1OC (centres undefined) | -6 | 0 | 14 | 14 | -11 | 1 | 1 | -4 | -2
CCOC(=O)c1cc(-c2ccccc2C)n(CC2CC(c3ccc(OC)cc3)=NO2)n1 (centres undefined) | -5 | x | x | 6 | 11 | -9 | -4 | 3 | x
O=C(Nc1ccc(N2C(=O)C3C4C=CC(C4)C3C2=O)cc1)Nc1cccnc1 (centres undefined) | -6 | -4 | -2 | 4 | 7 | -2 | 6 | 4 | -5
Cc1cccc(N2CCN(C(=O)C(Cc3ccccc3)n3cccc3)CC2)c1C (centres undefined) | 0 | -6 | -2 | 2 | -5 | -1 | -3 | 2 | 1
Cn1cnnc1SCC(=O)c1cc2ccccc2oc1=O | 13 | -2 | 2 | 15 | 3 | -3 | 21 | -1 | 31
COc1ccc(NC(=O)CSc2nnc(NC(=O)c3ccco3)s2)cc1OC | -3 | 5 | 9 | 1 | 8 | -4 | -5 | -1 | 7
O=C1CC(c2ccco2)Cc2c1cnn2-c1nc2ccccc2s1 (centres undefined) | -1 | -4 | 5 | -2 | 5 | -4 | 7 | -2 | 4
CN(CC(=O)NCc1ccc(F)cc1)Cc1cccc(Cl)c1 | -30 | 0 | 2 | 2 | -4 | -4 | 5 | 6 | -3
COc1ccc(CC(=O)Nc2ccc(C(=O)Nc3ccccc3C(=O)O)cc2)cc1OC | 3 | -9 | -11 | -12 | -4 | -5 | -9 | -3 | -46
COc1ccc(OC)c(C2c3[nH]c4ccccc4c3C[C@H]3C(=O)N(CCCOC(C)C)CC(=O)N23)c1 (some centres undefined) | 5 | 1 | -1 | 6 | 5 | -1 | 11 | 5 | 4
O=C(NNC(=O)c1sc2ccccc2c1Cl)Nc1ccc(Cl)cc1 | 5 | 0 | -5 | 4 | -15 | 0 | -21 | -2 | 9
O=C(CNC(=O)c1ccccc1)NCCCSc1ccccc1 | 14 | x | x | 5 | 6 | -5 | 5 | 4 | x
COC(=O)c1ccc2c(=O)n(Cc3ccco3)c(SCC(=O)Nc3ccc(C)c(Cl)c3)nc2c1 | 11 | 3 | -4 | -8 | 4 | -7 | -2 | 1 | -3
COc1cc(OC)c(OC)cc1/C=N/n1c(COc2ccccc2)n[nH]c1=S | 18 | -2 | -4 | 4 | 10 | -1 | 1 | 4 | -1
Cc1ccc(C)c(-n2cc(-c3ccc(Cl)cc3)nc2SCC(=O)NC2CCS(=O)(=O)C2)c1 (centres undefined) | 12 | -3 | 0 | 10 | 4 | -5 | -12 | 3 | 2
O=C(CCCn1c(=O)oc2ccccc21)NNC(=O)COc1ccc(F)cc1 | 0 | x | x | 5 | 6 | -3 | -1 | 8 | x
O=C(CN1C(=O)NC2(CCCC2)C1=O)NNC(=O)c1ccccc1 | 15 | 0 | 5 | -1 | 5 | 1 | 3 | 2 | 4
O=C(CCC1CCCC1)NCCS(=O)(=O)N1CCN(c2ccccc2)CC1 | -3 | 2 | 4 | 2 | 2 | 3 | 8 | 14 | 6
COc1cc2c(cc1OC)C(=O)CCS2 | 4 | 4 | 10 | 9 | 4 | 4 | -8 | 2 | 22
Cn1c(N2CCN(C(c3ccccc3)c3ccccc3)CC2)nc2c1c(=O)[nH]c(=O)n2C | -6 | 1 | -3 | 7 | -8 | -3 | 10 | 4 | -3
CC1CCc2c(sc3[nH]c(=S)n(C)c(=O)c23)C1 (centres undefined) | -13 | 3 | -2 | 9 | 5 | 4 | 7 | 6 | -8
C=CCc1cccc2cc(C(=O)NC3CCCC3)c(=O)oc12 | -3 | -2 | -8 | 2 | -4 | 0 | -6 | 3 | 6
COc1ccc(C2=NS(=O)(=O)N(C)C(C(=O)NCc3ccc4c(c3)OCO4)=C2)cc1 | -15 | 7 | 6 | 4 | 6 | 1 | 0 | 1 | 5
C/C(=N\NC(=O)c1nnn(-c2nonc2N)c1C(C)C)c1ccc2ccccc2c1 | 3 | 3 | 0 | 1 | 5 | -3 | 0 | 1 | -10
COc1ccc(CC(=O)NC(C)c2nnc(SCC(=O)Nc3ccccc3)n2C)cc1 (centres undefined) | -6 | -1 | 0 | 1 | 1 | -7 | -2 | 4 | 5
CCOc1ccc(Cn2c(C)nc([N+](=O)[O-])c2SCC(O)CCl)cc1[N+](=O)[O-] (centres undefined) | 10 | -3 | 13 | 5 | -4 | -2 | 2 | 2 | 11
CC(C)=NNC(=O)C1=NNC(=O)C1 | 7 | 0 | 3 | 3 | x | 3 | x | x | -6
COc1cc(NC(=O)CN2CCN(c3ccccc3F)CC2)c(C)cc1[N+](=O)[O-] | 55* | -1 | 3 | -2 | 0 | -2 | 9 | -5 | 1
COc1ccccc1NS(=O)(=O)c1ccc(C)c(C(=O)NCC(c2ccco2)N(C)C)c1 (centres undefined) | -3 | 2 | 2 | 9 | 2 | 2 | 4 | 1 | 0
Cc1ccccc1CN1C[C@@H]2C[C@@H](c3cn(C)nc3-c3ccccc3)N3CCC[C@@]23C1=O | 6 | -3 | -9 | 8 | -1 | 0 | 1 | 4 | 0
COC(=O)c1ccccc1Nc1ccnc(Cl)n1 | -6 | 1 | 2 | -2 | 9 | 3 | -3 | 1 | -9
O=C(NN=C(Cc1ccccc1)Cc1ccccc1)c1ccncc1 | 15 | 0 | 3 | -1 | 7 | 1 | 6 | -7 | -4
CCNc1nc2c(c(=O)[nH]c(=O)n2C)n1Cc1ccc(F)cc1 | 9 | -1 | 0 | -6 | 1 | 6 | 0 | -7 | -3
CCOc1ccc(NC(N)=O)cc1 | 20 | -3 | 8 | 0 | 3 | 4 | 6 | -1 | 11
O=[N+]([O-])c1cccc(CN2CCN(Cc3ccco3)CC2)c1 | 8 | 5 | -2 | -3 | 8 | -2 | 14 | 2 | 1
O=C(Nc1cccc(NC(=O)c2ccccc2Cl)c1)c1ccc([N+](=O)[O-])o1 | -12 | -8 | -8 | 9 | 6 | -12 | -4 | 4 | -20
Cc1cc(C)n(CC(=O)NNC(=O)COc2ccc(Cl)cc2Cl)n1 | 1 | 3 | 4 | 1 | 7 | 3 | 2 | 5 | x
Cc1ccc(S(=O)(=O)N2CCC(C(=O)N3CCC[C@H]3C(=O)NCC(C)C)CC2)cc1 | 2 | 3 | -6 | 1 | 4 | -4 | 1 | 3 | 0
CC(C)CCn1c(NCCN(C)C)nc2c1c(=O)[nH]c(=O)n2C | 8 | -4 | 1 | -1 | 1 | -3 | 0 | 2 | -1
CN(C)CCCN(C(=O)c1cc(-c2cccs2)nc2ccccc12)c1nc2ccc(F)cc2s1 | -72 | 0 | 4 | 0 | 10 | 1 | -3 | 7 | -8
Cc1csc2nc(COC(=O)c3ccc(Cl)c([N+](=O)[O-])c3)cc(=O)n12 | 4 | -1 | 6 | 0 | 1 | -1 | 4 | 2 | x
O/N=C/c1cccnc1Sc1ccccc1 | 2 | 1 | 3 | 5 | 5 | -1 | 10 | 7 | 5
Cc1ccccc1C(=O)O/N=C(\N)c1cccc([N+](=O)[O-])c1 | 11 | -1 | 4 | 0 | 9 | -4 | -2 | 3 | 9
CC(=O)O[C@H]1CC[C@@]2(C)C(=CC[C@H]3[C@@H]4CC[C@H](C5(C)OCCO5)[C@@]4(C)CC[C@@H]32)C1 | 7 | -7 | -6 | 2 | 11 | -3 | -6 | -3 | 2
Clc1ccc(-c2nn3c(-c4ccccc4)nnc3s2)cc1 | 0 | -6 | -2 | 10 | -5 | 3 | 13 | 3 | -14
